# Screening results deposited in PubChem BioAssay by NCI.
# NCI-60 one-dose screen, 48 h, at 10 µM unless noted. Numbers give growth in % (100 = growth as untreated, 0 = no growth, -100 = all killed).
# MOLT-4: MOLT-4 leukemia cells; 80,000 tested, 6.9% active
# HOP-92: HOP-92 NSCLC cells. 71,000 tested, 6.3% active. AID 1794738
# A549/ATCC: A549/ATCC NSCLC; 81,000 tested, 3.7% active; AID 1794740
# EKVX: EKVX NSCLC. 71,000 tested, 3% active. AID 1794765
# SR: SR leukemia cells; 73,000 tested, 8.7% active
# RPMI-8226: RPMI-8226 leukemia cells; AID 1794781; 77,000 tested, 7.5% active
# HOP-62: HOP-62 NSCLC; AID 1794735; 80,000 tested, 3.9% active
# CCRF-CEM: CCRF-CEM leukemia; AID 1794778; 77,000 tested, 7% active
# An asterisk follows results filed as active; . = no result given; & = joins results of further samples. Rule for the calls: active = growth percent below 10; inactive = the rest.
SMILES,MOLT-4,HOP-92,A549/ATCC,EKVX,SR,RPMI-8226,HOP-62,CCRF-CEM
COc1ccc2cc(C(=O)c3cn(-c4ccc(C)cc4)nc3C(C)=O)ccc2c1,85.1,96.4,76.3,96.4,50.0,100.1,60.5,89.8
O=NN(C(=O)NCc1cccnc1)C1CCCCC1,108.2,84.4,96.9,.,103.2,96.1,103.2,93.3
Cn1c(O)c(/C=C2\C=c3ccccc3=N\C2=N\c2nccs2)c(=O)n(C)c1=O,48.7,81.3,97.1,94.7,55.0,81.5,86.0,67.4
Cc1cc(Cl)nc(Cl)n1,104.6,.,93.7,94.1,125.5,109.4,104.4,110.2
C[C@@H]1O[C@H](/C=C/c2ccccc2F)[C@@H](O)[C@H]1O,81.4,92.2,100.7,106.8,.,94.5,105.0,98.2
Cn1c(N)c(N=O)c(=O)n(C)c1=S,90.1,93.8,110.0,102.0,98.7,104.9,97.7,107.3
CC(=O)Nc1ccc(NC(C)=O)c([N+](=O)[O-])c1,106.5,89.9,96.6,.,107.0,104.9,108.8,101.8
O=S(=O)(O)c1ccc2cc(O)c(S(=O)(=O)O)cc2c1,107.5,83.6,99.6,100.1,90.8,103.9,97.8,102.2
COc1cc(C(=O)N/N=C/c2cccc([N+](=O)[O-])c2)cc(OC)c1OC,70.7,70.7,65.7,83.8,28.5,77.1,77.1,62.1
CC1(C)[C@@H](O)CC[C@]2(C)[C@H]3C=CC4=C5C[C@](C)(CO)CC[C@]5(C)CC[C@@]4(C)[C@]3(C)CC[C@@H]12,96.6,114.7,111.0,99.6,.,108.8,96.9,100.3
COC(=O)[C@@H]1CCCN1C(=O)[C@@H]1CCCN1C(=O)[C@@H](Cc1c[nH]c2ccccc12)NC(=S)Nc1cc(C(F)(F)F)cc(C(F)(F)F)c1,22.3,.,56.4,.,-17.5*,.,83.3,19.9
COC(=O)c1ccc(N)cc1O,109.0,99.1,69.5,100.2,106.6,102.2,73.0,88.4
N#CC1=C(N)Oc2c(sc3c(Br)cccc23)C1c1ccc([N+](=O)[O-])cc1 (stereo not given),5.9*,-7.2*,24.7,58.9,-8.9*,.,26.6,10.0
CCc1ccc(Nc2ccc3c(Oc4ccnc(C(=O)NC)c4)cccc3n2)cc1,50.9,91.7,69.8,83.0,37.7,67.6,85.1,75.0
NC(=O)N/N=C\c1ccco1,101.5,102.0,110.0,119.0,107.3,105.1,112.0,102.5
CCOC(=O)NNc1cccc(Cl)c1,113.4,87.5,107.4,90.6,102.0,98.8,102.9,102.8
O=C1NC(=S)/C(=C/c2cn(-c3ccccc3)nc2-c2ccccc2)S1,33.5,13.7,17.7,2.2*,83.4,5.5*,72.6,30.9
COc1ccc(OC)c(/C=C2/C=C(c3ccc(Cc4ccccc4)cc3)N(CCc3ccc(S(N)(=O)=O)cc3)C2=O)c1,70.9,52.8,71.6,91.1,85.0,33.1,99.3,81.5
CCOC(=O)c1cn([C@H]2CC(=O)[C@@H]3OC[C@H]2O3)nc1N,100.7,82.7,102.3,104.6,98.4,109.0,104.6,102.6
CCOC(=O)C1CN(CC)C(=O)C1=O (stereo not given),96.7,95.5,105.1,.,108.0,106.6,.,86.1
COc1ccc(NC(=S)Nc2nc3c(=O)[nH]nc(-c4ccc(C)cc4)c3s2)cc1,103.8,107.4,85.5,82.7,93.5,96.2,106.5,102.5
O=C(O)CN1C(=O)S/C(=C2\C(=O)N(CC3CCCCC3)c3ccc(-c4ccc(-c5ccccc5)cc4)cc32)C1=O,87.4,98.2,82.2,85.4,98.8,92.5,90.8,87.7
CC(=O)Oc1cc(OC(C)=O)c2ccccc2c1OC(C)=O,69.5,106.8,82.5,97.5,69.4,72.5,90.0,76.7
CCCCCCCCCCCCCCCC(=O)N1CCOCC1,92.5,97.4,98.9,.,91.7,90.2,115.7,93.8
O=C1OCCN1CCO,125.6,64.1,101.7,90.8,118.0,108.1,93.0,106.2
COc1cc(-c2cc(=O)c3c(C)cc(O)cc3o2)cc(OC)c1OC,95.2,49.1,79.0,94.7,50.1,73.1,82.4,70.7
CSc1nc(Nc2ccccc2)c2c(F)cccc2n1,79.5,77.3,90.9,81.7,86.1,98.5,95.3,88.8
CCCC(=O)Oc1ccc(/C(=C(/C)Cc2cccc(OC)c2)c2ccc(OCCN3CCCCC3)cc2)cc1,88.6,78.4,85.0,98.9,65.7,95.4,102.5,96.4
Cc1ccc(S(=O)(=O)Oc2cc3oc(=O)c4c(c3cc2Cl)CCCCCC4)cc1,84.4,67.1,91.7,.,81.5,73.7,102.4,78.0
O=C([O][Sn]([O]C(=O)c1ccccn1)([c]1ccccc1)[c]1ccccc1)c1ccccn1,88.3,74.5,103.4,92.2,47.6,26.0,98.9,18.1

# Compound profiles, from the list above. Values in the order: MOLT-4, HOP-92, A549/ATCC, EKVX, SR, RPMI-8226, HOP-62, CCRF-CEM
# `CC(=O)Oc1cc(OC(C)=O)c2ccccc2c1OC(C)=O` is listed with 69.5, 106.8, 82.5, 97.5, 69.4, 72.5, 90.0, 76.7
# `CSc1nc(Nc2ccccc2)c2c(F)cccc2n1` is listed with 79.5, 77.3, 90.9, 81.7, 86.1, 98.5, 95.3, 88.8
# `CCOC(=O)c1cn([C@H]2CC(=O)[C@@H]3OC[C@H]2O3)nc1N` is listed with 100.7, 82.7, 102.3, 104.6, 98.4, 109.0, 104.6, 102.6
# `COc1cc(-c2cc(=O)c3c(C)cc(O)cc3o2)cc(OC)c1OC` is listed with 95.2, 49.1, 79.0, 94.7, 50.1, 73.1, 82.4, 70.7
# `COc1ccc(OC)c(/C=C2/C=C(c3ccc(Cc4ccccc4)cc3)N(CCc3ccc(S(N)(=O)=O)cc3)C2=O)c1` is listed with 70.9, 52.8, 71.6, 91.1, 85.0, 33.1, 99.3, 81.5

# Returning to the listing, repeating the 4 entries before the break.
SMILES,MOLT-4,HOP-92,A549/ATCC,EKVX,SR,RPMI-8226,HOP-62,CCRF-CEM
CSc1nc(Nc2ccccc2)c2c(F)cccc2n1,79.5,77.3,90.9,81.7,86.1,98.5,95.3,88.8
CCCC(=O)Oc1ccc(/C(=C(/C)Cc2cccc(OC)c2)c2ccc(OCCN3CCCCC3)cc2)cc1,88.6,78.4,85.0,98.9,65.7,95.4,102.5,96.4
Cc1ccc(S(=O)(=O)Oc2cc3oc(=O)c4c(c3cc2Cl)CCCCCC4)cc1,84.4,67.1,91.7,.,81.5,73.7,102.4,78.0
O=C([O][Sn]([O]C(=O)c1ccccn1)([c]1ccccc1)[c]1ccccc1)c1ccccn1,88.3,74.5,103.4,92.2,47.6,26.0,98.9,18.1
O=C(CN1C(=O)c2ccccc2S1(=O)=O)Nc1nc(-c2cc3ccccc3oc2=O)cs1,110.3,96.4,104.2,101.6,108.6,108.0,104.7,104.3
O=C1COc2ccccc2N1,99.5,93.1,87.4,98.4,101.9,98.6,98.8,103.7
O=C1NC(=O)C(Cc2ccc(OCc3ccc(-c4cccc(F)c4)cc3)cc2)S1 (stereo not given),79.3,59.1,76.9,79.8,82.1,68.3,91.6,71.1
CNC(=O)c1cc(Oc2ccc(NC(=O)Nc3ccc(Cl)c(OC)c3)c(F)c2)ccn1,57.9,87.9,66.7,83.7,67.9,71.2,82.8,82.7
[Cl-].[Rh+3].c1ccc(-c2ccnc3c2ccc2c(-c4ccccc4)ccnc23)cc1.c1ccc(-c2ccnc3c2ccc2c(-c4ccccc4)ccnc23)cc1.c1ccc(-c2ccnc3c2ccc2c(-c4ccccc4)ccnc23)cc1,104.4,80.9,-0.4*,81.1,89.4,91.1,92.0,76.2
Cc1ccc2nc(COc3ccc(C(=O)NNC(=O)Nc4ccc(Cl)c(Cl)c4)cc3)[nH]c2c1,96.3,69.5,110.5,97.0,75.2,98.4,104.0,92.7
Cc1ccc(-c2nn(C)c(=O)c3noc(-c4ccc(C)cc4)c23)cc1,55.8,14.2,46.2,56.5,.,20.4,28.1,18.9
CC(=O)Oc1ccccc1C(=O)Oc1ccccc1,86.0,114.0,89.6,.,67.0,97.5,106.6,99.3
O=C1c2ccccc2C(=O)C2OC12 (stereo not given),92.9,89.3,101.8,.,65.9,83.8,114.2,87.7
COC(=O)[C@]12CC[C@@H](C)[C@H](C)[C@@H]1C1=CC[C@@H]3[C@@]4(C)C[C@@H](OC(C)=O)[C@H](OC(C)=O)[C@@](C)(COC(C)=O)[C@@H]4[C@H](O)C[C@@]3(C)[C@]1(C)CC2,3.9*,31.2,7.9*,10.7,2.8*,6.0*,15.6,12.0
CC(=O)C1CCC2C3CCC4=CC(=O)CCC4(C)C3C(O)CC12C (stereo not given),89.6,104.3,99.0,86.9,100.9,119.2,102.9,74.5
O=C(CS(=O)(=O)c1ccccc1)Nc1ccc(C(=O)O)cc1,100.7,103.4,101.0,102.8,92.2,107.8,102.8,106.5
COCOc1ccc(/C=C/C(=O)NC(Cc2ccccc2)C(O)C(=O)NCc2ccccc2)cc1OCOC (stereo not given),93.7,.,92.4,93.8,96.6,89.1,106.9,93.2
C/C(=N\Nc1ccc([N+](=O)[O-])cc1[N+](=O)[O-])c1ccc(Cl)cc1,114.5,95.3,90.0,100.9,100.7,93.5,101.4,94.0
CC(C)c1ccc(NC(=O)Nc2ccc(NC(=O)CCCC(=O)NO)cc2)cc1,108.6,96.5,105.1,104.3,101.0,106.8,101.2,103.8
NC(=O)[C@@H]1CC2CCC1C2 (stereo not given in full),102.3,71.1,110.5,.,90.6,93.3,102.8,37.4
CC(=O)Nc1ccc2ccccc2c1[N+](=O)[O-],86.8,75.7,90.6,100.8,84.2,104.2,90.1,101.8
O=C(NC1c2ccccc2Oc2ccccc21)c1ccc([N+](=O)[O-])cc1,79.8,109.1,105.0,106.8,76.1,95.3,105.0,84.8
C=CCn1c(SCC(=O)Nc2ccc(C(=O)/C=C/c3ccccc3)cc2)nnc1-c1c[nH]c2ccccc12,33.2,70.4,63.5,40.9,31.4,2.9*,74.1,55.4
CCN(CC)CCOc1cc(C)ccc1C(C)C,94.2&110.1,101.1&88.2,98.9&109.9,99.2&104.7,110.2,102.4&108.2,104.6,99.2&104.1
O=C(Nc1cccc2ccccc12)N(c1ccccc1)c1ccccc1,89.8,.,98.3,94.3,.,.,.,100.4
CCOC(=O)c1cnn(CC(C)O)c1NC(=O)NCc1cccc(F)c1 (stereo not given),81.4,68.0,100.0,99.9,92.1,90.3,100.4,-2.1*
NC(=S)Nc1ccc2c(c1)Cc1ccccc1-2,88.7,63.9,72.5,67.1,84.9,62.1,84.2,70.5
C=C(C)[C@@H]1CC[C@]2(C=O)CC[C@]3(C)[C@H](CC[C@@H]4[C@@]5(C)CCC(=O)C(C)(C)[C@@H]5CC[C@]43C)[C@@H]12,92.8,82.2,66.1,86.4,72.3,71.5,96.3,92.5
CC(=O)N/C(=C1/OCCN1Cc1ccccc1)[P+](c1ccccc1)(c1ccccc1)c1ccccc1,100.1,76.9,109.9,90.4,87.2,49.2,110.0,93.5
COc1cccc(/C=C2\Oc3cc(OCCN4CCCC4)ccc3C2=O)c1,88.9,69.6,99.0,89.3,22.2,91.7,96.3,71.6
COc1ccccc1-n1cnc(N)c1C(=O)c1cc(OC)c(OC)c(OC)c1,50.8,70.3,47.9,55.3,30.2,30.9,52.8,24.2
OCc1ncc(-c2cc(C(F)(F)F)cc(C(F)(F)F)c2)c(NC2CCCCCC2)n1,90.9,81.5,84.1,.,65.3,72.7,98.8,90.2
Cc1nn(-c2ccc(-c3ccc(OC(F)(F)F)cc3)cc2)c2nc(Cc3ccccc3)nc(N)c12,68.6,59.0,16.7,72.3,41.8,92.1,45.9,.
CCOC(=O)Nc1csnn1,100.1,.,106.8,109.2,101.1,108.8,109.2,93.5
CS(=O)(=O)Nc1ccccc1,124.5,80.3,96.6,101.8,138.3,96.9,93.3,94.3
N#Cc1c(-c2cccc(Cl)c2)nn(CC(=O)N2CCOCC2)c1N,101.7,106.3,105.3,99.4,99.4,104.7,107.9,99.3
O=C(N/N=C/c1cc[nH]c1)c1cn(C2CC2)c2cc(N3CCNCC3)c(F)cc2c1=O,104.7,82.7,103.2,95.6,.,93.9,108.5,88.4
COc1ccccc1NC(=O)N/N=c1\cc(C)c2ccc(O)cc2o1,100.1,92.3,98.6,99.7,97.3,99.8,91.2,102.6
O=[N+]([O-])c1ccc(N2CCOCC2)c([N+](=O)[O-])c1,90.6,98.8,93.0,82.7,112.4,102.4,102.0,104.8
CCN(CC)Cc1cc(C(C)(C)CC(C)(C)C)cc(-c2ccccc2)c1O,107.5,.,96.1,100.8,87.2,92.1,111.4,98.5
COc1cncc(-c2ccc3ncnc(N4CCc5ccc(Cl)cc54)c3c2)n1,102.8,117.2,110.0,114.9,108.1,103.4,109.9,100.5
Cc1cc(C)n(-c2nc(-c3ccccc3)c(C#N)c(=O)n2C)n1,98.3,81.3,118.8,114.2,110.5,99.0,85.8,.
O=C(OCCn1c(=S)sc2ccccc21)c1ccccc1,81.8,98.4,96.8,102.3,84.1,108.7,.,80.7
CN1C2=NCCN2C(=O)c2cc(Cl)ccc21,94.3,.,102.4,.,101.8,120.2,96.1,117.3
CCN(CC)CC(C)O (stereo not given),77.5,93.8,101.3,112.6,104.1,104.0,102.5,108.1

# Rows were taken by chance, and some 12% of all compounds hit somewhere here.
